High-throughput results as filed in PubChem BioAssay.
STK33 inh: inhibitors of human STK33 kinase. AID 2322. ADP-Glo luminescence, MBP substrate. Q9BYT3. inhibition, % at 12.5 µM. 0.44% of 27,000 active; in the data active = inhibition above about 20%; inconclusive = no clear call, values can overlap the other calls
Target sequence (Q9BYT3 whole entry, looked up): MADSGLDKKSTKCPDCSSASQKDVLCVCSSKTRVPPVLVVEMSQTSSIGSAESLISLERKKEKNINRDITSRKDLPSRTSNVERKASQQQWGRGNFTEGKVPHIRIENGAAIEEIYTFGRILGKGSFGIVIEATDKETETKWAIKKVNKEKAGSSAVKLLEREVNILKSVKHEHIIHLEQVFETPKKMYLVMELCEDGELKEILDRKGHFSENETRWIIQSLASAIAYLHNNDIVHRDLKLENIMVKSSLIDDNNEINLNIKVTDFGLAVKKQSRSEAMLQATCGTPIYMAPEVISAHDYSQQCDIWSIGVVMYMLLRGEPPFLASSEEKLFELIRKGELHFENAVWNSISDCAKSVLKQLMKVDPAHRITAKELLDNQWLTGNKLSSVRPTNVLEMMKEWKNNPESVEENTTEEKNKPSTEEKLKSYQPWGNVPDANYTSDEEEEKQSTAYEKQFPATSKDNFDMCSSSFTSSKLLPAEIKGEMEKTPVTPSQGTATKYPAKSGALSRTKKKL
mut p53 react: mutant p53 pathway reactivation. activation, % at 9.98 µM. 1.5% of 28,000 active. AID 624151. SW480 PUMA-promoter luciferase; in the data active = activation above about 52%; inconclusive = no clear call, values can overlap the other calls
* marks the source's active call; other numbers are inactive results; ? = inconclusive; · = not tested or not shown; & = joins results of further samples.

Results follow in this order: mut p53 react, STK33 inh
> Clc1ccc(COC(Cn2ccnc2)c2ccc(Cl)cc2Cl)c(Cl)c1 (stereo not drawn)
 : 4, 2&1
> O=c1ccc2ccccc2o1
 : -5, 2
> C[C@@H]1CN([C@H](C)CO)C(=O)Cc2cc(NS(=O)(=O)c3ccc(Cl)cc3)ccc2O[C@H]1CN(C)C(=O)Nc1ccc(F)cc1
 : 8, 5
> Cc1noc(C)c1NC(=O)N(C)C[C@H]1Oc2c(NC(=O)NC3CCCCC3)cccc2C(=O)N([C@@H](C)CO)C[C@H]1C
 : 2, ·
> Cc1noc(C)c1NC(=O)N(C)C[C@H]1Oc2ccc(NC(=O)CCN3CCOCC3)cc2CC(=O)N([C@@H](C)CO)C[C@@H]1C
 : 2, 0
> C[C@H]1CN([C@@H](C)CO)C(=O)c2cc(NC(=O)C3CC3)ccc2O[C@H]1CN(C)S(=O)(=O)c1cn(C)cn1
 : 6, ·
> COc1ccc(NC(=O)N(C)C[C@H]2OCCCC[C@@H](C)Oc3ccc(NS(=O)(=O)c4cn(C)cn4)cc3C(=O)N([C@H](C)CO)C[C@@H]2C)cc1
 : ·, -7
> CCn1c(SCC(=O)Nc2ccccc2N2CCOCC2)nnc1-c1ccccc1O
 : -3, 1
> O=C(O)c1cccc(NC(=O)c2cc(S(=O)(=O)N3CCOCC3)c(Cl)cc2Cl)c1
 : 10, 0
> CCOC(=O)c1nnn(-c2nonc2-n2cccc2)c1CN1CCOCC1
 : 5, -2
> COCC#Cc1ccc2c(c1)O[C@@H](CN(C)C(=O)C1CCOCC1)[C@@H](C)CN([C@@H](C)CO)S2(=O)=O
 : -4, ·
> COc1cc(NC(=O)C2CC=CCC2C(=O)O)ccc1NC(=O)c1ccccc1 (stereo not drawn)
 : -7, 2
> C[C@@H]1CN([C@@H](C)CO)C(=O)c2cc(NC(=O)Nc3ccc4c(c3)OCO4)ccc2O[C@@H]1CN(C)Cc1ccc(C(F)(F)F)cc1
 : -41, 1
> C[C@@H]1CN([C@@H](C)CO)C(=O)c2cc(NC(=O)Cc3ccccc3)ccc2O[C@@H]1CN(C)CC1CCCCC1
 : ·, 1
> C[C@H](CO)N1C[C@H](C)[C@H](CN(C)C(=O)Nc2ccccc2)Oc2ncc(C#Cc3cccc(F)c3)cc2C1=O
 : ·, 5
> CC(NS(=O)(=O)c1ccc(F)cc1)C(=O)Nc1ccccc1Sc1ccccc1 (stereo not drawn)
 : -6, -4
> C[C@@H]1CCCCO[C@@H](CN(C)C(=O)c2ccccc2)[C@@H](C)CN([C@H](C)CO)C(=O)c2cc(NC(=O)Nc3ccc(F)cc3)ccc2O1
 : 2, 0
> C[C@@H]1CN([C@H](C)CO)C(=O)Cc2cc(NC(=O)Cc3cn(C)c4ccccc34)ccc2O[C@@H]1CN(C)C(=O)Nc1ccc(C(F)(F)F)cc1
 : ·, 1
> CCOc1ccc(-n2c(SCc3nc(-c4ccc(C)cc4)no3)nnc2-c2ccncc2)cc1
 : -22, 1
> C[C@H](CO)N1C[C@H](C)[C@H](CN(C)C(=O)Nc2ccc3c(c2)OCO3)Oc2ncc(C#Cc3ccccc3)cc2C1=O
 : -16, 0
> C[C@@H]1CN([C@@H](C)CO)C(=O)c2cc(C#CCc3ccccc3)cnc2O[C@@H]1CN(C)Cc1ccccn1
 : -3, ·
> CC(C)NC(=O)N(C)C[C@@H]1Oc2ccc(NC(=O)Nc3cccc4ccccc34)cc2C(=O)N([C@H](C)CO)C[C@@H]1C
 : ·, -1
> C[C@@H]1CCCCO[C@H](CN(C)C(=O)Cc2ccccc2)[C@@H](C)CN([C@@H](C)CO)C(=O)c2cc(NS(C)(=O)=O)ccc2O1
 : 1, ·
> COc1ccccc1OCC(=O)Nc1cccc(-c2nc3ccccc3o2)c1
 : 23, 2
> Cc1cc(OCC(=O)Nc2ccccc2C(=O)NC2CCCCC2)cc(C)c1Cl
 : -1, 2
> CNC[C@@H]1Oc2ccc(NC(=O)C3CCCCC3)cc2CC(=O)N([C@@H](C)CO)C[C@@H]1C
 : ·, -2
> C[C@@H]1CN([C@@H](C)CO)C(=O)Cc2cc(NC(=O)Cc3ccccc3)ccc2O[C@@H]1CN(C)S(=O)(=O)c1cccs1
 : -12, -2
> CCCn1nnc(NC(=O)COc2ccc(Br)cc2)n1
 : 1, 0
> C[C@@H]1CN([C@H](C)CO)C(=O)c2cccc(NC(=O)Nc3ccc4c(c3)OCO4)c2O[C@@H]1CN(C)C(=O)NC1CCCCC1
 : -12, ·
> COC(=O)c1cc(OC)c(OC)cc1NC(=O)c1cc(-c2cccnc2)nc2ccc(Cl)cc12
 : -4, 3
> C[C@@H]1CCCCO[C@@H](CN(C)C(=O)CCC(F)(F)F)[C@@H](C)CN([C@@H](C)CO)C(=O)c2cc(NS(=O)(=O)c3cccs3)ccc2O1
 : 0, ·
> C[C@H](CO)N1C[C@H](C)[C@H](CN(C)Cc2ccc(C(=O)O)cc2)Oc2ccc(NC(=O)Cc3cn(C)c4ccccc34)cc2C1=O
 : ·, 1
> CC1=CC(=O)[C@H]2C(C)(C)CCC[C@]2(C)[C@@]1(O)CO
 : 4, -8
> C[C@H](CO)N1C[C@H](C)[C@@H](CN(C)Cc2ccc(C(=O)O)cc2)Oc2c(NC(=O)Nc3ccc(F)cc3)cccc2C1=O
 : 0, 2
> O=C(CCc1nc(-c2ccccc2Cl)no1)Nc1ccccc1[N+](=O)[O-]
 : 9, 2
> Cc1cc(C)c2c(CC(=O)N(CC#N)CC#N)coc2c1
 : -15, -1
> Cc1noc(C)c1NC(=O)N(C)C[C@@H]1Oc2ccc(NC(=O)Cc3cn(C)c4ccccc34)cc2CC(=O)N([C@H](C)CO)C[C@H]1C
 : -15, 1
> C[C@@H]1CN([C@H](C)CO)C(=O)CCCn2nncc2CO[C@@H]1CN(C)C(=O)CCC(F)(F)F
 : ·, -3
> C[C@H]1CN([C@@H](C)CO)C(=O)c2cccc(NC(=O)Nc3ccc4c(c3)OCO4)c2O[C@H]1CN(C)Cc1ccc(Oc2ccccc2)cc1
 : 2, ·
> CC(C)NC(=O)N(C)C[C@@H]1OCCCC[C@@H](C)Oc2ccc(NC(=O)Cc3ccccc3)cc2C(=O)N([C@@H](C)CO)C[C@H]1C
 : -11, ·
> COc1cc(SC)ccc1C(=O)NCCCn1ccnc1
 : -12, ·
> C[C@@H]1CN([C@@H](C)CO)C(=O)c2cc(/C=C/c3ccccc3)cnc2O[C@@H]1CN(C)C(=O)Cc1ccccn1
 : 8, ·
> O=C(O)C1=C[C@@H](c2ccc3c(c2)Cc2ccccc2-3)C[C@@H](OCCCCO)O1
 : ·, -2
> COC(=O)COc1cccc(NC(=O)c2cccc(C)c2)c1
 : -11, 0
> COc1ccc(CN(C)C[C@H]2Oc3ccc(NC(=O)C4CCCCC4)cc3CC(=O)N([C@H](C)CO)C[C@H]2C)cc1
 : ·, -1
> COc1cccc(S(=O)(=O)NCC(=O)N2CCCCCC2)c1
 : 8, -2
> C[C@H](CO)N1C[C@H](C)[C@H](CN(C)S(=O)(=O)c2cccc(F)c2)Oc2ncc(-c3cc4ccccc4o3)cc2C1=O
 : ·, 3
> COc1ccccc1NC(=O)CN1C(=O)c2cccc3cccc(c23)C1=O
 : -12, 1
> C[C@@H]1CCCCO[C@H](CN(C)C(=O)Nc2ccc(F)cc2)[C@@H](C)CN([C@H](C)CO)C(=O)c2cc(NC(=O)CCC(F)(F)F)ccc2O1
 : ·, -7
> COc1ccc(NC(=O)N(C)C[C@H]2OCCCC[C@H](C)Oc3ccc(NC(=O)Nc4ccc5c(c4)OCO5)cc3C(=O)N([C@@H](C)CO)C[C@H]2C)cc1
 : -5, ·

Continued:
Results follow in this order: mut p53 react, STK33 inh
> COc1ccccc1NC(=O)C1=C(C)Nc2ncnn2C1c1ccccn1 (stereo not drawn)
 : -2, 1
> CC(=O)Nc1ccc(NC(=O)CSc2nncn2C)cc1
 : -6, 0
> C[C@@H]1CN([C@@H](C)CO)C(=O)c2cc(NS(=O)(=O)c3ccccc3)ccc2O[C@H]1CN(C)C(=O)NC1CCCCC1
 : -6, ·
> C[C@H](CO)N1C[C@H](C)[C@H](CN(C)Cc2ccc(Oc3ccccc3)cc2)Oc2ccc(NC(=O)Cn3cnnn3)cc2C1=O
 : ·, 0
> O=C1C(CCS(=O)c2ccccc2)C(=O)N(c2ccccc2)N1c1ccccc1 (stereo not drawn)
 : -9, -9
> C[C@H](CO)N1C[C@H](C)[C@@H](CN(C)Cc2ccc(Cl)c(Cl)c2)Oc2c(NC(=O)c3cnccn3)cccc2C1=O
 : 4, ·
> O=C(CSc1nc(-c2ccccc2)cc(C(F)(F)F)n1)c1cccc([N+](=O)[O-])c1
 : 8, -1
> Cc1cccc(S(=O)(=O)N(C)C[C@@H]2OCc3cnnn3CCCC(=O)N([C@H](C)CO)C[C@@H]2C)c1
 : ·, 4
> C[C@@H]1CCCCO[C@H](CN(C)C(=O)NC2CCCCC2)[C@@H](C)CN([C@H](C)CO)C(=O)c2cc(NS(=O)(=O)c3ccc(Cl)cc3)ccc2O1
 : ·, -3
> C[C@@H]1CN([C@@H](C)CO)C(=O)c2cc(NS(=O)(=O)c3cccs3)ccc2O[C@@H]1CN(C)Cc1ccc(C(=O)O)cc1
 : ·, 2
> COc1ccc(NC(=O)Nc2ccc3c(c2)C(=O)N([C@@H](C)CO)C[C@@H](C)[C@@H](CN(C)S(=O)(=O)c2ccc(C)cc2)O3)cc1
 : ·, 0
> C[C@H]1CN([C@@H](C)CO)C(=O)c2cc(NC(=O)C3CCCCC3)ccc2O[C@H]1CN(C)Cc1ccc(Cl)c(Cl)c1
 : ·, -1
> CC(=O)N(C)C[C@@H]1Oc2cc(Br)ccc2S(=O)(=O)N([C@H](C)CO)C[C@H]1C
 : 9, ·
> Cc1ccc(NC(=O)C(C)Sc2nccc(C)n2)cc1 (stereo not drawn)
 : 3, -2
> O=C(C1=C[C@@H](c2ccc3c(c2)Cc2ccccc2-3)C[C@@H](OCCCCO)O1)N1CCN(Cc2ccc3c(c2)OCO3)CC1
 : ·, -4
> CC(C)(C)c1ccc(S(=O)(=O)NCC(=O)Nc2cccc(Cl)c2)cc1
 : -5, 0
> COc1ccc(CN(C)C[C@H]2Oc3ccc(NC(=O)c4ccncc4)cc3CC(=O)N([C@H](C)CO)C[C@@H]2C)cc1
 : 7, ·
> O=C(NCc1ccccn1)c1ccccc1O
 : ?, -5
> C[C@H]1CN([C@@H](C)CO)C(=O)Cc2cc(NS(=O)(=O)c3cccs3)ccc2O[C@H]1CN(C)S(=O)(=O)c1cn(C)cn1
 : ·, 0
> CC(C)NC(=O)N(C)C[C@H]1OCCCC[C@@H](C)Oc2ccc(NC(=O)Nc3ccccc3)cc2C(=O)N([C@@H](C)CO)C[C@H]1C
 : -3, ·
> Cc1ccc(N(C(C)C(=O)O)S(C)(=O)=O)cc1C (stereo not drawn)
 : 13, 1
> C[C@@H]1CN([C@@H](C)CO)C(=O)c2cccc(NC(=O)c3ccncc3)c2O[C@@H]1CN(C)Cc1ccc2c(c1)OCO2
 : 4, ·
> CNC[C@H]1OCCCC[C@@H](C)Oc2ccc(NC(=O)CCCN(C)C)cc2C(=O)N([C@H](C)CO)C[C@@H]1C
 : ·, -1
> Cc1noc(C)c1S(=O)(=O)Nc1ccc2c(c1)C(=O)N([C@H](C)CO)C[C@H](C)[C@H](CN(C)C(=O)Nc1ccc(C(F)(F)F)cc1)O2
 : ·, 0
> C[C@H]1CN([C@@H](C)CO)C(=O)c2cc(-c3ccncc3)cnc2O[C@@H]1CN(C)C(=O)NC1CCCC1
 : 12, ·
> CC(C)N1C(=O)[C@@]2(Cc3ccccc31)c1ccccc1C(=O)N(Cc1ccccc1Cl)[C@H]2c1ccc(CO)cc1
 : ·, -2
> CC(C)[N+]1(C)C2CCC1CC(OC(=O)C(CO)c1ccccc1)C2 (stereo not drawn)
 : 18, ·
> CC(C)CC#Cc1ccc2c(c1)O[C@H](CN(C)S(C)(=O)=O)[C@@H](C)CN([C@@H](C)CO)S2(=O)=O
 : -7, ·
> C[C@@H]1CCCCO[C@@H](CN(C)S(=O)(=O)c2cccs2)[C@@H](C)CN([C@H](C)CO)C(=O)c2cc(NC(=O)C3CCCCC3)ccc2O1
 : ·, 0
> C[C@@H]1CN([C@@H](C)CO)C(=O)c2cc(NS(C)(=O)=O)ccc2O[C@@H]1CN(C)Cc1ccc(C(=O)O)cc1
 : ·, -3
> CC(=O)c1cc(C)ccc1OC(=O)CCN1C(=O)c2ccccc2C1=O
 : -4, 2
> Cc1noc(C)c1S(=O)(=O)Nc1ccc2c(c1)C(=O)N([C@@H](C)CO)C[C@@H](C)[C@H](CN(C)C)OCCCC[C@@H](C)O2
 : -2, ·

Structures above that have a Cl atom:
Results follow in this order: mut p53 react, STK33 inh
> Clc1ccc(COC(Cn2ccnc2)c2ccc(Cl)cc2Cl)c(Cl)c1 (stereo not drawn)
 : 4, 2&1
> C[C@@H]1CN([C@H](C)CO)C(=O)Cc2cc(NS(=O)(=O)c3ccc(Cl)cc3)ccc2O[C@H]1CN(C)C(=O)Nc1ccc(F)cc1
 : 8, 5
> O=C(O)c1cccc(NC(=O)c2cc(S(=O)(=O)N3CCOCC3)c(Cl)cc2Cl)c1
 : 10, 0
> Cc1cc(OCC(=O)Nc2ccccc2C(=O)NC2CCCCC2)cc(C)c1Cl
 : -1, 2
> COC(=O)c1cc(OC)c(OC)cc1NC(=O)c1cc(-c2cccnc2)nc2ccc(Cl)cc12
 : -4, 3
> O=C(CCc1nc(-c2ccccc2Cl)no1)Nc1ccccc1[N+](=O)[O-]
 : 9, 2
> C[C@H](CO)N1C[C@H](C)[C@@H](CN(C)Cc2ccc(Cl)c(Cl)c2)Oc2c(NC(=O)c3cnccn3)cccc2C1=O
 : 4, ·
> C[C@@H]1CCCCO[C@H](CN(C)C(=O)NC2CCCCC2)[C@@H](C)CN([C@H](C)CO)C(=O)c2cc(NS(=O)(=O)c3ccc(Cl)cc3)ccc2O1
 : ·, -3
> C[C@H]1CN([C@@H](C)CO)C(=O)c2cc(NC(=O)C3CCCCC3)ccc2O[C@H]1CN(C)Cc1ccc(Cl)c(Cl)c1
 : ·, -1
> CC(C)(C)c1ccc(S(=O)(=O)NCC(=O)Nc2cccc(Cl)c2)cc1
 : -5, 0
> CC(C)N1C(=O)[C@@]2(Cc3ccccc31)c1ccccc1C(=O)N(Cc1ccccc1Cl)[C@H]2c1ccc(CO)cc1
 : ·, -2

This is a subset, so the mix of outcomes need not match the whole.
